ALDH1A1 block: ALDH1A1 (human) enzyme inhibition | 220,000 tested, 7.3% active | P00352 | Potency, µM (highest dose often 75.3 µM), inactives show at the highest dose activity, negative = inhibition, usual class: inhibitors | Purified ALDH1A1, NADH fluorescence, propionaldehyde substrate; active = well fitted inhibition curve with a large enough effect, not every such curve was filed as active; inconclusive = small, poorly fitted or top-dose-only effect, or another doubt; inactive = no such curve, though single readings can be large or run the other way;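 note: plate controls were no enzyme wells and a reference inhibitor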
Target sequence (P00352 whole entry, looked up): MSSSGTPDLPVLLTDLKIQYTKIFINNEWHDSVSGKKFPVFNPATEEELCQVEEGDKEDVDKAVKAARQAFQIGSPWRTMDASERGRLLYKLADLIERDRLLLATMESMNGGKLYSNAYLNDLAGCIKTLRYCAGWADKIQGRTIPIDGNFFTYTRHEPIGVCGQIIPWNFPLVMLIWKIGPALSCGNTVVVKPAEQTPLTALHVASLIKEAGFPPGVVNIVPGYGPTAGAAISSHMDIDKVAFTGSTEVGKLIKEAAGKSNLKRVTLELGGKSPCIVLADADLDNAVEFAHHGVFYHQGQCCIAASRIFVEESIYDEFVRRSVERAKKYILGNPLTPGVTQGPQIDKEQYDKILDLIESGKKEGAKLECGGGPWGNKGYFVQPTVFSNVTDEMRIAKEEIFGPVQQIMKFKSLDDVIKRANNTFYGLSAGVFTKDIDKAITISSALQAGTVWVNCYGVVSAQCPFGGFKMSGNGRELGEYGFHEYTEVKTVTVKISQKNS
SMN2 splice enh: increases expression of the SMN2 splice variant; 210,000 tested, 2.8% active; AID 1458; HEK293 SMN2-luciferase splicing reporter, luminescence, 30-36 h; Potency, µM (titrated, usually from 46.1 µM), without a hit: at the top dose activity change, positive = activation, usual class: activators; note: % of control where 0% means no effect; nearly all actives have a fitted effect of over 55% in size
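qHTS luciferase splicing reporter: luminescence rises when SMN2 exon 7 is included in transfected HEK293 cells. Compound exposure lasted 30-36 h at 37C, with 4.5 mM final sodium butyrate as control, followed by a ONE-Glo read.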
LMNA splice mod: modulators of lamin A splicing; HeLa LMNA splicing GFP/RFP minigene ratio, 48 h; Potency, µM (series often up to 46.1 µM), inactives show top-dose ratio change, negative = inhibition, hits mostly inhibitors; 200,000 tested, 0.01% active; AID 1487; active = well fitted inhibition curve with a large enough effect in the signal ratio, with a control signal flat, not every such curve was filed as active; inconclusive = small, poorly fitted or top-dose-only effect, or effect the other way, or a change in a side signal; the % refers to the signal ratio; note: % is set by controls: 0 for no effect and ±100 for the full control effect
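S3 HeLa stable clones carrying a lamin A-EGFP splicing minigene plus DsRed2 were seeded at 600 cells/well in Opti-MEM with 2% FBS, pin-dosed and incubated 48 h at 37°C. Acumen cytometry (488 nm) gave the GFP/RFP total-intensity ratio.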
GoLoco inh red: RGS12 GoLoco-Gai1 interaction inhibition. P63096. Gai1:RGS12 GoLoco peptide FP, rhodamine, 10 min. Potency, µM (highest dose often 61.6 µM), for inactives: at the top dose activity, negative = inhibition, hits mostly inhibitors. 230,000 tested, 0.44% active. AID 880; active = well fitted inhibition curve with a large enough effect, not every such curve was filed as active; inactive = no such curve, though single readings can be large or run the other way; note: % is set by controls: 0 for no effect and ±100 for the full control effect; nearly all actives have a fitted effect of over 30% in size; many of its hits are not listed in these tables
TexasRed fluor: counter-screen for TRb-SRC2 inhibitors: fluorescence interference. TRb/SRC2 Texas Red total fluorescence interference. Potency, µM (highest dose often 106 µM), for the others: at the highest dose fluorescence change, negative = quenching. 280,000 tested, 0.29% active; active = well fitted curve in either direction with a large enough effect; inconclusive = small, poorly fitted or top-dose-only effect; note: % is set by controls: 0 for no effect and ±100 for the full control effect
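Human TRβ ligand-binding domain (0.6 uM) and Texas Red SRC2 peptide (20 nM) in Tris buffer with 1 uM T3 and 5% DMSO were incubated with pinned compound for 5 hr at ambient temperature. Total fluorescence was computed as S + 2P (555/632 nm).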
RECQ1 inh: RECQ1 (human) helicase inhibition; RECQ1 DNA unwinding, red fluorescence kinetic read; AID 2549; Potency, µM (top dose mostly 57.3 µM), for the others: at the highest dose activity, negative = inhibition, most hits filed as inhibitors; P46063; 240,000 tested, 0.54% active;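 note: plate controls were vehicle for no effect and no enzyme for full effect; nearly all actives have a fitted effect of over 30% in size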
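RECQ1T1 50 nM; forked duplex (20 bp + 30-nt ss tails) 200 nM, ATP 2 mM final; pH 8.0, 2 mM MgCl2, 2.5 ug/ml poly(dI-dC); 15 min compound preincubation; discontinuous kinetic read over 2 h at RT.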
KDM4E inh: inhibitors of human JMJD2E histone demethylase; JMJD2E catalytic domain, FDH-coupled NADH fluorescence (FDH is formaldehyde dehydrogenase); B2RXH2; Potency, µM (top dose mostly 57.1 µM), for the others: top-dose activity change, negative = inhibition, most hits filed as inhibitors; 230,000 tested, 1.6% active; active = well fitted inhibition curve with a large enough effect, not every such curve was filed as active; inconclusive = small, poorly fitted or top-dose-only effect, or another doubt; inactive = no such curve, though single readings can be large or run the other way;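 note: 0% = wells with enzyme and -100% = buffer wells without enzyme; nearly all actives have a fitted effect of over 50% in size; many of its hits are not listed in these tables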
Target sequence (B2RXH2 1-337 limits assumed): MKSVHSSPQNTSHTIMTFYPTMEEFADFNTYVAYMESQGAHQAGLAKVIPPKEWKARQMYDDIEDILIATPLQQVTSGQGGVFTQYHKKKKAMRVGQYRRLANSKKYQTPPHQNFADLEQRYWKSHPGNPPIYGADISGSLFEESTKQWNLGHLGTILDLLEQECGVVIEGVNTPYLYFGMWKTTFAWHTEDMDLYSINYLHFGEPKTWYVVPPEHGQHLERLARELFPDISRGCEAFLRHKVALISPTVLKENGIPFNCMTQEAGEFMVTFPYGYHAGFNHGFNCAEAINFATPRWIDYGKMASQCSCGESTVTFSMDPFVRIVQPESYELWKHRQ
TRb-SRC2 inh: disrupts binding of human TR beta to SRC2 | TRbeta-SRC2 peptide binding, fluorescence polarization; receptor liganded with 1 µM T3 | Potency, µM (series often up to 106 µM), inactives show at the top dose activity change, negative = inhibition, most hits filed as inhibitors | 280,000 tested, 0.065% active;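 note: plate controls were bound peptide for no effect and peptide without receptor for full effect; nearly all actives have a fitted effect of over 50% in size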
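TRb LBD 0.6 uM + Texas Red SRC2 peptide 20 nM, 1 uM T3, Tris buffer w/ 5% DMSO; compound pinned, 5 h RT; FP read ex 555/em 632; normalized to unbound and bound controls.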
Numbers without * were called inactive; i = inactive; ? = inconclusive; nt = no result given; & = joins results of further samples; [ ] = remark or other dose. Unless noted, calls come from the whole dose curve; as a rule, active = well fitted curve in the direction sought with a large enough effect; inconclusive = small, poorly fitted or top-dose-only effect, or another doubt; inactive = no such curve, though single readings can be large; an effect the other way counts as inactive or inconclusive. Potency is the fitted concentration of half-maximal effect. Only part of the results is shown (hit frequency here may not be typical).

SMILES | ALDH1A1 block | SMN2 splice enh | LMNA splice mod | GoLoco inh red | TexasRed fluor | RECQ1 inh | KDM4E inh | TRb-SRC2 inh
COc1ccc(C2=NCCc3cc(OC)c(OC)cc32)cc1OC | 3% | -19% | -1% | -13% | -3% | -1% | -10% | 0%
CCOC(=O)c1ccc(NC2OC(=O)c3ccccc32)cc1 (stereo not given) | 5% | 17% | -2% | 3% | -1% | -19% | -1% | -1%
COc1ccc(CS(=O)(=O)/C(Cl)=C(/Cl)C(=O)Nc2ccc(OC)nc2)cc1 | 1.6µM* | 25% | ? | 1% | -1% | -26% | -3% | 9%
OCC12COC(c3ccccc3)N1C(c1ccccc1)OC2 (stereo not given) | ? | 6% | -4% | 2% | 1% | i | 6% | -3%
O=C(Nc1ccc(C(=O)N2CCOCC2)cc1)Nc1ccc(Cl)cc1Cl | -6% | -5% | nt | 14% | -1% | i | -7% | 2%
Cc1ccccc1N(CC(=O)N/N=C/c1ccccc1Cl)C(=O)c1ccccc1 | 8% | -1% | -4% | 6% | 2% | i | 11% | -22%
O=C1CCC([N+](=O)[O-])C(c2cc3c(cc2Cl)OCO3)N1 (stereo not given) | 6% | nt | 19%[46 µM] | 10% | 0% | i | 16% | 2%
CCC(Sc1nc2n[nH]c(C)c2c(=N)n1-c1ccc(C)c(Cl)c1)C(=O)N1CCOCC1 (stereo not given) | 6% | 21% | -3% | 17% | 0% | -12% | ? | -1%
CCOC(=O)CSc1nc2c(sc(=S)n2Cc2ccco2)c(=O)n1-c1ccc(F)cc1 | -15% | 5% | 7%[0.0737 µM] | -3% | 1% | -5% | 7% | -4%
O=C(Cc1sc(-c2ccccc2Cl)nc1-c1ccccc1)Nc1ccc(F)cc1 | -3% | 24% | 8% | 15% | 0% | i | 2% | -20%
O=C(NNc1cccc(Cl)n1)c1c(Cl)cccc1Cl | -3% | -11% | 5% | 11% | 3% | -5% | -3% | 4%
COc1ccc(Cn2nnnc2CN(Cc2cc3cc(C)ccc3[nH]c2=O)C2CCCC2)cc1 | ? | -14% | 16% | 10% | 3% | -8% | ? | -1%
O=C(CCC(=O)OCc1ccc(C(=O)Oc2ccc(Cl)cc2)cc1)Nc1ccccc1 | 6% | 0% | -11% | 0% | -2% | -5% | ? | -5%
COc1cc(/C=N/N2CCOCC2)ccc1OC(=O)c1ccco1 | 1% | -5% | -2%[46 µM] | -3% | -2% | 1% | -4% | -5%
O=C(Nc1ccccn1)c1ccc([N+](=O)[O-])o1 | 1% | -2%[1.84 µM] | -20% | 0% | -2% | -5% | 3% | -3%
CC(=O)NC(CCCNC(=S)NC1CCCCC1)C(=O)O (stereo not given) | 0% | -5% | nt | 10% | 0% | i | -15% | -8%
COc1ccc(OC)c(-n2c(=O)c3ccccc3c3ccccc3c2=O)c1 | -8% | 10% | ? | -6% | -4% | -7% | 3% | -8%
CC(C)C1C(c2ccccc2)NC(c2ccccc2)CC1(O)c1ccc(F)cc1 (stereo not given) | nt | nt | nt | 4% | -2% | ? | -4% | -2%
CC(=O)NC(CC(=O)NC1CCCCCC1)c1ccccc1 (stereo not given) | -3% | 3% | -2% | -33% | 2% | i | 2% | 5%
CCCCCCc1c(O)nc(SCCN2CCOCC2)[nH]c1=O | 6% | 18% | nt | -6% | 2% | i | -2% | 10%
CC/C(O)=C1\C(=O)CCCC1=NCCc1c(C)[nH]c2ccc(C)cc12 | nt | nt | nt | 2% | -2% | -10% | 1% | 0%
CCC1CCCCN1C(=O)CSC1=NN2CCCC(=O)N=C2S1 (stereo not given) | nt | nt | nt | 5% | -1% | -6% | -4% | 0%
CCCS(=O)(=O)c1c(S(=O)(=O)CCC)c2ccc(C(N)=O)cn2c1C(=O)OC | -11% | 40% | 5%[46 µM] | 5% | -3% | -2% | ? | -3%
CCN(CC)CCNC(=O)c1ccc(NC(=O)c2cn(-c3ccccc3)nc2-c2cccs2)cc1 | ? | -113%[inhibitor] | ? | 166%[activator] | -1% | 7% | ? | 9%
Cc1noc(C)c1-c1nccc(N(C)C)n1 | -5% | nt | -14% | 2% | nt | -14% | nt | nt

Reformatted: entries from further up
| smiles | ALDH1A1 block | SMN2 splice enh | LMNA splice mod | GoLoco inh red | TexasRed fluor | RECQ1 inh | KDM4E inh | TRb-SRC2 inh |
| --- | --- | --- | --- | --- | --- | --- | --- | --- |
| CC(C)C1C(c2ccccc2)NC(c2ccccc2)CC1(O)c1ccc(F)cc1 (stereo not given) | nt | nt | nt | 4% | -2% | ? | -4% | -2% |
| CC(=O)NC(CC(=O)NC1CCCCCC1)c1ccccc1 (stereo not given) | -3% | 3% | -2% | -33% | 2% | i | 2% | 5% |
| CCCCCCc1c(O)nc(SCCN2CCOCC2)[nH]c1=O | 6% | 18% | nt | -6% | 2% | i | -2% | 10% |
| CC/C(O)=C1\C(=O)CCCC1=NCCc1c(C)[nH]c2ccc(C)cc12 | nt | nt | nt | 2% | -2% | -10% | 1% | 0% |
| CCC1CCCCN1C(=O)CSC1=NN2CCCC(=O)N=C2S1 (stereo not given) | nt | nt | nt | 5% | -1% | -6% | -4% | 0% |
| CCCS(=O)(=O)c1c(S(=O)(=O)CCC)c2ccc(C(N)=O)cn2c1C(=O)OC | -11% | 40% | 5%[46 µM] | 5% | -3% | -2% | ? | -3% |
| CCN(CC)CCNC(=O)c1ccc(NC(=O)c2cn(-c3ccccc3)nc2-c2cccs2)cc1 | ? | -113%[inhibitor] | ? | 166%[activator] | -1% | 7% | ? | 9% |
| Cc1noc(C)c1-c1nccc(N(C)C)n1 | -5% | nt | -14% | 2% | nt | -14% | nt | nt |

(listing goes on)
SMILES | ALDH1A1 block | SMN2 splice enh | LMNA splice mod | GoLoco inh red | TexasRed fluor | RECQ1 inh | KDM4E inh | TRb-SRC2 inh
C=CCn1c(=N)n(CC(O)COc2ccc(OC)cc2)c2ccccc21 (stereo not given) | -2% | -16% | ? | -3% | 0% | -6% | 2% | 0%
COc1ccccc1C(=O)C1CCCN(C(=O)c2cc(C(C)C)no2)C1 (stereo not given) | -8% | nt | ? | 6% | 0%[53 µM] | 15% | -7% | -4%[53 µM]
CCOc1ccccc1C(=O)N1CCOCC1 | 2% | 0% | 3% | 3% | -1% | -14% | 3% | 3%
CCOCCCn1c(SCC(=O)NC(C)(C)C)nc2ccccc2c1=O | 2% | -15% | 15% | -7% | 2% | -5% | -5% | -4%
CCC(=C(CC)c1ccc(O)cc1)c1ccc(O)cc1 | 5%[20.9 µM] | -24%[20.6 µM] | ? | 6%[21.6 µM] | -8%[53 µM] | -7%[25.9 µM] | -4%[25.5 µM] | 2%[53 µM]
CCC(C)Sc1nnc(Cc2cc(=O)[nH]c(=O)[nH]2)n1-c1ccc(F)cc1 (stereo not given) | ? | 6% | 1% | -2% | -8% | -2% | 3% | -12%
CC(C)Cn1c(N)c(C(=O)COC(=O)c2cc(-c3ccco3)nc3ccccc23)c(=O)n(C)c1=O | ? | -25%&-22% | -22% | 18%&31% | ? | 20µM* | ? | 7%&3%
CC(=O)N1CCC2(CC1)CCN(c1ccc(-c3ccccc3)cc1)CC2 | ? | -23% | nt | 18% | nt | -8% | nt | nt
COCc1nc2ccccc2n1Cc1ccccc1C | -1% | 3% | nt | 8% | 3% | -1% | 8% | -4%
COc1ccccc1-n1c(-c2ccccc2)n[nH]c1=S | ? | -4% | nt | 7% | -1% | i | ? | -5%
Cc1ccccc1OCC(=O)N/N=C1\SCC(=O)N1Cc1ccccc1 | 10% | -51%[inhibitor] | ? | 19% | 2% | -2% | 2% | 14%
COc1ccccc1CNC(=O)C(=O)Nc1nccs1 | 0% | nt | -14%[46 µM] | 6% | -2% | -14% | 0% | 4%
O=C(Nc1ccc2c(c1)OCCO2)C1CCC1 | 5% | 14% | -5% | 9% | -2% | i | ? | 2%
C#CCOCCOCCOCCNc1nc(N2CCN(C(=O)[C@H](CCC(=O)O)n3cc(C(N)CC(C)C)nn3)CC2)nc(N2CCN(C(=O)[C@H](CCC(=O)O)n3cc(C(N)[C@H](C)CC)nn3)CC2)n1 (stereo not given in full) | -3% | nt | nt | 2% | -1% | -29% | -6% | -2%
COc1ccc(OC)c2[nH]c(=O)c(CCNC(=O)C(=O)c3c(C)[nH]c4ccccc34)cc12 | 2% | nt | nt | 0% | 0% | -8% | 2% | 8%
O=C(CSc1nnc(-c2ccco2)o1)NC1CC2CCC1C2 (stereo not given) | -10% | -3% | 1% | -3% | -6% | -25% | -4% | -1%
O=C(NNC(=S)Nc1ccccc1)c1ccco1 | -4% | -1% | -6% | 8% | -4% | 8% | 1% | -7%
CC(C)[C@H](NC(N)=O)C(=O)NCCc1ccc(Cl)cc1 | 7% | 4% | ? | 1% | 0% | i | -1% | 4%
CSc1ccccc1NC(=O)c1cnc2n(c1=O)CCS2 | ? | -8% | 2% | -1% | -2% | -6% | -10% | 1%
CCCCN1C(=O)C2NN=C(C(=O)OCC)C2C1=O (stereo not given) | 0% | -9% | 5% | -15% | 2% | -2% | -1% | -28%
COc1ccc(-c2cnc(SCC(=O)Nc3nc(C(C)(C)C)cs3)n2Cc2ccco2)cc1 | ? | -44%[inhibitor] | ? | 22% | 6% | -3% | -20% | 12%
Cc1csc(NC(=O)c2cc(-c3ccccc3)nc3ccccc23)n1 | -4% | nt | ? | nt | 0% | -9% | -4% | 3%
CCN(CC)CC(=O)Nc1nc(-c2ccc(Cl)cc2)cs1 | 13% | -2% | 1% | -1% | -2% | -2% | -4% | -4%
COc1ccc(-c2nc3c(c(=O)[nH]c(=O)n3Cc3ccccc3)n2Cc2ccccc2)cc1 | ? | 14% | -5% | 10% | -2% | 7% | ? | 1%
CCC(C)NC(=S)N1CCN(Cc2ccc3c(c2)OCO3)CC1 (stereo not given) | ? | -3% | -5%[46 µM] | 2% | -2% | i | ? | -2%
CCc1cccc2c(C#N)cn(CCOc3ccccc3OC)c12 | -1% | -27% | -1% | 4% | -4% | -12% | 4% | 5%

Bioassay records (PubChem BioAssay)
